Screening data deposited in PubChem by several laboratories.
GRK2 aptamer HTS = compounds blocking aptamer binding on GRK2 – biochemical, human GRK2, bead flow cytometry, HTS, primary screen; Beta-adrenergic receptor kinase 1 (Homo sapiens), P25098; FAM-aptamer displacement from GRK2; inhibition of aptamer binding, % at 10 µM; actives 0.59% (n = 330,000);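 active means inhibition of aptamer binding above 40%, roughly 3 SD of noise, on plates passing a quality check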;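 further: median bead fluorescence of bound FAM aptamer so fluorescent compounds give negative values; no value below 0 was filed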
Target sequence (P25098 whole entry, looked up): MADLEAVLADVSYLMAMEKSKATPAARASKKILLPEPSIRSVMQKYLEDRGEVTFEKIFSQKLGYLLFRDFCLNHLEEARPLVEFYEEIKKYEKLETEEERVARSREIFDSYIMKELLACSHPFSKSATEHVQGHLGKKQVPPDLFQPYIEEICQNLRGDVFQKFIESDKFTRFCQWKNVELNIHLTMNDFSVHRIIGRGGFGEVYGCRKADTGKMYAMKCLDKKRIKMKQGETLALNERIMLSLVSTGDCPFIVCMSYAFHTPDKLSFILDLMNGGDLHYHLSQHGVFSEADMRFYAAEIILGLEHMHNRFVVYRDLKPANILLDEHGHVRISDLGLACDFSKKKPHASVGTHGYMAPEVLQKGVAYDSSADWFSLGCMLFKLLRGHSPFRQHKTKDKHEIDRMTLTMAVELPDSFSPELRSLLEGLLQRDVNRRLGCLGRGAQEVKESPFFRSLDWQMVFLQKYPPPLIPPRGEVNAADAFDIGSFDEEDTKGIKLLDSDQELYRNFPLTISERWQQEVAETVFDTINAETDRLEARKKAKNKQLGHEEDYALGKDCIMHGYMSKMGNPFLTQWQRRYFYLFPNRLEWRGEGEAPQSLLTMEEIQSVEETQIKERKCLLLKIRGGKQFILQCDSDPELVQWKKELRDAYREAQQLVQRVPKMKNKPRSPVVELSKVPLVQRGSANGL
LAP4 TOR yeast = modulators of LAP4-GFP expression in yeast, primary screen, S. cerevisiae, multiplex flow cytometry, MLPCN library; 3 h; median GFP as percent of DMSO wells; GFP response vs DMSO, % at 10 µM; actives 0.34% (n = 320,000);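 active means GFP response vs DMSO above a set limit, about the screen mean plus 3 SD, cut at about 150% in these data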
CIT2-GFP yeast = modulators of CIT2-GFP expression in yeast, primary screen, S. cerevisiae, GFP fusion, multiplex flow cytometry, MLPCN library. S. cerevisiae CIT2-GFP strain, 3 h; 100 means same as DMSO wells. GFP response vs DMSO, % at 10 µM. actives 0.065% (n = 320,000). AID 2029, 2009;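 active means GFP response relative to DMSO above a set limit, near the screen mean plus 3 SD, cut at about 150% in these data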;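 further: ratio of well median GFP fluorescence to mean of DMSO wells on the plate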
VLA-4 inh = inhibition in human VLA-4 binding assay, primary screen, VLA-4 allosteric modulator project, MLPCN library, flow cytometry, VLA-4 expressing cells; Integrin alpha-4 (Homo sapiens), P13612; ligand binding flow cytometry; inhibition, % (about 7 µM as worked out from the volumes in the protocol); actives 0.2% (n = 330,000); in the data active means inhibition above about 50%
RPL19A-GFP yeast = RPL19A-GFP expression modulators in yeast, primary screen, cell-based, S. cerevisiae, multiplex flow cytometry, MLPCN; S. cerevisiae RPL19A-GFP strain, 3 h; hits give low values; percent response vs DMSO, % at 10 µM; actives 0.3% (n = 330,000); AID 2025, 2009;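 active means percent response vs DMSO below 50%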;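 further: median channel GFP fluorescence of the barcoded RPL19A-GFP strain; ratio of sample median GFP to plate DMSO average so 100% = DMSO; lower means less RPL19A-GFP as with rapamycin TOR inhibition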
GASC-1 inh = inhibitors of GASC-1 histone demethylase, primary screen, biochemical, fluorescence, DELFIA europium; Lysine-specific demethylase 4C (Homo sapiens), Q9H3R0; GST-JMJD2C(1-420) H3K9me3 demethylation; inhibition, % at 2.35 µM; actives 0.069% (n = 330,000);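 active means more than half of a compound's replicate wells show inhibition beyond 50%, single wells judged on their own value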;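 further: signal counts dimethyl H3K9 product captured on neutravidin plate; 0% = median of DMSO wells and 100% = 0.3 times that DMSO median; strong numbers were not always called active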
Target sequence (Q9H3R0 1-420 limits assumed): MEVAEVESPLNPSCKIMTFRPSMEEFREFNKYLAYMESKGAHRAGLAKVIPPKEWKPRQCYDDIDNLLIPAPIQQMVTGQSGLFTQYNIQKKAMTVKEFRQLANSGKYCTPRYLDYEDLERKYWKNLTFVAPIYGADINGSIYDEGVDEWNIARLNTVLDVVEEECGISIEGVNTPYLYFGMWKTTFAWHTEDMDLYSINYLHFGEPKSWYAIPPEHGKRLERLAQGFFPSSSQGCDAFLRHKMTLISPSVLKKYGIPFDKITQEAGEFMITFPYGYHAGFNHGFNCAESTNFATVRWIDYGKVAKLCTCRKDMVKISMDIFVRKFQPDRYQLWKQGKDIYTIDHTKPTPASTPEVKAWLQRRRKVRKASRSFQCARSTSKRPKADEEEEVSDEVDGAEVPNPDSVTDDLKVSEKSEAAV
AGP1-GFP MLPCN = modulators of AGP1-GFP expression in yeast TOR pathway, primary screen, cell-based, multiplex flow cytometry, S. cerevisiae, MLPCN library | 3 h; GFP as percent of DMSO wells | GFP response vs DMSO, % at 10 µM | actives 0.02% (n = 320,000) | AID 2066, 2009;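 active means GFP response relative to DMSO above a set limit, near screen average plus 3 SD, cut at about 150% in these data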;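 further: median GFP channel fluorescence of the gated AGP1 strain per well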
MEP2-GFP yeast = modulators of MEP2-GFP levels in yeast, primary screen, S. cerevisiae, multiplex flow cytometry, MLPCN library | S. cerevisiae MEP2-GFP strain, 3 h; 100% = DMSO control level | GFP response vs DMSO, % at 10 µM | actives 0.51% (n = 330,000) | AID 2016, 2009;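 active means GFP response versus DMSO above a set limit, roughly screen mean plus 3 SD, cut at about 180% in these data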;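 further: median GFP fluorescence of the barcode-gated MEP2-GFP cells per well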
* = called active by the depositor; · = no result given; & = joins results of further samples.

mol	GRK2 aptamer HTS	LAP4 TOR yeast	CIT2-GFP yeast	VLA-4 inh	RPL19A-GFP yeast	GASC-1 inh	AGP1-GFP MLPCN	MEP2-GFP yeast
Cc1c(C(=O)N2CCCCC2)c(S(=O)(=O)NCc2ccc(Cl)cc2)c(C)n1C	0	113	111	-2	106	6	108	102
COc1ccc([C@H]2C=C(C(=O)O)O[C@@H](OCc3ccc(CO)cc3)C2)cc1	0	103	97	-13	101	4	104	105
Cc1ccccc1C(=O)NNc1ncnc2c1cnn2C	2	103	107	0	99	5	98	106
NC(=O)CC(NC(=O)c1cccc(Br)c1)c1ccc(NC2CCCCCCCCCCC2)c([N+](=O)[O-])c1 (stereo unspecified)	1	96	80	2	102	0	90	94
COc1cccc(-c2c(C(=O)N/N=C/c3ccc(C)o3)nnn2-c2nonc2N)c1	7	90	95	0	95	-11	95	103
CN(C)C(CNC(=O)CNC(=O)Cc1cccc2ccccc12)c1ccccc1 (stereo unspecified)	0	99	102	-1	103	3	101	106
O=Nc1c(O)[nH]c2c(F)cccc12	0	90	103	-2	106	-17	102	98
O=C(c1c(Cl)nc2sccn12)N1CCCc2ccccc21	3	98	92	-13	98	0	119	120
S=C(NCCN1CCOCC1)Nc1cccc(Cl)c1	0	98	105	13	105	9	102	109
O=S1(=O)N(Cc2ccccc2F)CCCN1Cc1c(F)cccc1Cl	1	107	98	-15	102	9	94	98
CCCN1Cc2cccc(C(=O)N3CCN(c4ccccc4)CC3)c2C1=O	3	103	98	-6	94	-7	·	99
O=C1C(=O)N(CCN2CCOCC2)C(c2cccnc2)/C1=C(/O)c1ccccc1 (stereo unspecified)	2	105	99	0	102	-4	102	106
O=S(=O)(NC1CCCCC1Oc1ccccc1)c1ccc(Cl)cc1 (stereo unspecified)	0	95	103	-6	106	-4	100	104
Cc1ccccc1N1CCN(C(=O)c2cc(C3CC3)nn2-c2ccccc2)CC1	0	123	89	2	101	5	96	105
CCN(C(=O)CSc1nnc(-c2ccncc2)n1C)C1CCS(=O)(=O)C1 (stereo unspecified)	0	94	105	7	96	3	100	102
COc1cc(C2C(N3C(=O)c4ccccc4C3=O)C(=O)N2c2ccc(C)c(C)c2)cc(OC)c1OC (stereo unspecified)	8	104	94	-8	106	4	100	120
COc1cc(S(=O)(=O)N2CCCCCC2)ccc1Cl	2	106	87	11	95	-3	94	92
CS(=O)(=O)N(CC(=O)Nc1ccc(S(=O)(=O)N2CCOCC2)cc1)c1cccc(F)c1	1	105	104	7	92	17	98	96
CC(=O)Nc1ccccc1NC(=O)C/C(C)=N/NC(=O)C1CCCCC1	0	98	105	6	98	3	102	101
CS(=O)(=O)c1ccc(C(=O)Nc2ccccc2Cl)cc1	0	·	·	-2	101	5	·	107
O=C(/C=C/c1ccc2c(c1)OCO2)Nc1c(C(=O)O)[nH]c2ccccc12	3	97	91	-11	99	0	100	119
O=C(Cn1nnc2ccccc21)NC1CCCCC1	1	92	·	4	98	30	106	103
C(#Cc1ccccc1)CN1CCN(c2ccccn2)CC1	13	88	·	8	103	-38	104	97
COc1cccc(-n2cnc3cccc(N)c32)c1	0	103	95	11	96	1	99	99
CCN(CC)S(=O)(=O)c1ccc(N2CCOCC2)c(NC(=O)c2cc(=O)[nH]c3ccccc23)c1	3	98	86	51*	95	-8	94	97
CCOC(=O)CCN1C(=O)c2ccccc2Sc2ncccc21	1	98	104	7	107	3	105	110
O=C1COc2ccc(C(=O)NC3CC3)cc2N1	4	97	115	12	102	-7	110	101
CCOc1ccc(CCNC(=O)COC(=O)Cn2cnc3ccccc3c2=O)cc1OCC	0	92	99	-7	99	4	94	95
CN(C)CCCOC(=O)c1ccc(Br)cc1	2	96	84	-3	94	-1	94	89
CC(=O)c1cccc(NC(=O)c2ccc(NC(=O)CCS(=O)(=O)c3cccs3)cc2)c1	8	97	103	37	108	7	105	107
Cc1ccc(CN2CCC(CNC(=O)c3ccc(NC(=O)C4=CSCCO4)cc3)CC2)cc1	0	103	99	5	103	-19	104	111
O=C(O)c1cccc(NC(=O)c2cn(-c3ccccc3)nc2-c2cc3ccccc3o2)c1	0	97	105	9	108	2	104	82
CCc1ccc2nc(Nc3nc(COC)cc(=O)[nH]3)nc(C)c2c1	2	104	88	-4	92	58	91	90
CCOC(=O)c1cc(CC)sc1NC(=O)COC(=O)C1CCC1	4	96	108	-5	100	7	97	107
CC1CN(C(=O)c2ccc(Cl)c(S(=O)(=O)NCc3ccco3)c2)CC(C)O1 (stereo unspecified)	0	89	100	-6	97	14	96	97
Cc1nnsc1C(=O)NC(C)c1ccccc1 (stereo unspecified)	0	97	104	18	105	0	101	103
CCOc1ccc(NC(=O)N2CCC(n3nnc4ccccc43)CC2)cc1	6	93	105	11	110	14	100	104
COc1ccc(OC)c(NC(=O)c2cnn(-c3ccccc3Cl)c2NC(=O)c2ccco2)c1	0	102	102	3	102	15	·	104
COc1ccc(C(=O)Nc2ccc(S(=O)(=O)N3CCOCC3)cc2)cc1[N+](=O)[O-]	0	93	100	15	96	8	99	102
CCN(CC)CC#CCOC(c1ccccc1)c1ccccc1	79*	99	98	17	99	7	99	97
CCN1C(=O)C(CC(=O)Nc2ccc(OC)cc2)N(Cc2ccc3c(c2)OCO3)C1=S (stereo unspecified)	1	93	107	1	102	-10	103	97
COC(CNS(=O)(=O)c1cccc2nonc12)OC	2	98	100	15	97	5	95	106
CC1(C)CC2(CC(c3ccc(F)cc3)c3ccc(O)cc3O2)NC(=S)N1 (stereo unspecified)	0	104	85	2	95	3	100	95
O=C(O)CC(Cc1ccc(Cl)cc1)C(=O)NCc1ccccc1 (stereo unspecified)	0	101	107	15	104	6	104	106
NS(=O)(=O)c1ccccc1NC(=O)c1c(O)c2ccccc2[nH]c1=O	1	91	103	5	101	-11	105	97
O=C(NCc1nc2ccccc2[nH]1)C1=C[C@@H](c2ccc(Br)cc2)C[C@@H](OCc2ccc(CO)cc2)O1	0	106	85	3	105	-10	83	92
Cc1cc(=O)nc2c3ccccc3n(CC(=O)NCCC3=CCCCC3)n12	0	102	98	0	99	2	103	101
O=C1c2ccccc2C(O)N1c1ccc(Cl)cc1 (stereo unspecified)	2	104	91	9	97	3	95	97
O=C1CC(N(Cc2ccc3c(c2)OCO3)C(=O)Nc2ccc(F)cc2)C(=O)N1c1ccccc1 (stereo unspecified)	0	101	102	17	96	0&-2	103	101
CC1(c2cccc(Br)c2)NC(=O)N(CC(=O)Nc2cccnc2Cl)C1=O (stereo unspecified)	0	99	101	0	99	2	95	107
COc1cccc(-c2nn(-c3ccccc3)cc2C(=O)OCC(=O)Nc2ncc(Cl)cc2Cl)c1	4	100	97	-11	100	-3	94	97
CN(C)c1ccc(CNC(=O)c2cc(S(=O)(=O)N3CCCC3)cn2C)cc1	2	95	96	15	97	31	92	98
Cc1ccc(S(=O)(=O)N(CCC(=O)NCc2ccccc2F)c2ccccc2)cc1	3	98	102	-26	95	7	102	101
Cc1onc(-c2ccc(Cl)cc2)c1-c1ccnn1S(=O)(=O)c1cccc(C(F)(F)F)c1	8	95	108	0	88	-9	86	108
CC(C)c1ccc(-n2nc3ccc(N)cc3n2)cc1	2	98	84	11	80	12	20	143
CCCCN(C(=O)c1ccc(S(=O)(=O)N(C)C)cc1)c1nc2ccccc2s1	2	93	86	2	91	8	93	102
COc1cc(/C=C/C(=O)OCC(=O)NC(=O)NC(C)(C)C)cc(OC)c1OC	3	97	83	-2	89	7	92	93
COCCn1c(=O)[nH]c2cc(C(=O)NCCCN3CCN(c4ccc(F)cc4)CC3)ccc2c1=O	0	90	97	6	99	-1&4	104	101
COc1ccc(-c2nnc(SCC#N)o2)cc1	1	98	95	2	96	23	90	94
NC(=O)c1cccc(S(=O)(=O)N2CC(c3ccccc3)CC2=O)c1 (stereo unspecified)	0	106	99	15	99	-15	105	98

Record cards, as listed above.
NC(=O)c1cccc(S(=O)(=O)N2CC(c3ccccc3)CC2=O)c1 (stereo unspecified) across the screens: GRK2 aptamer HTS: 0; LAP4 TOR yeast: 106; CIT2-GFP yeast: 99; VLA-4 inh: 15; RPL19A-GFP yeast: 99; GASC-1 inh: -15; AGP1-GFP MLPCN: 105; MEP2-GFP yeast: 98
COc1cccc(-c2nn(-c3ccccc3)cc2C(=O)OCC(=O)Nc2ncc(Cl)cc2Cl)c1 across the screens: GRK2 aptamer HTS: 4; LAP4 TOR yeast: 100; CIT2-GFP yeast: 97; VLA-4 inh: -11; RPL19A-GFP yeast: 100; GASC-1 inh: -3; AGP1-GFP MLPCN: 94; MEP2-GFP yeast: 97

Next section.
mol	GRK2 aptamer HTS	LAP4 TOR yeast	CIT2-GFP yeast	VLA-4 inh	RPL19A-GFP yeast	GASC-1 inh	AGP1-GFP MLPCN	MEP2-GFP yeast
Cc1cc(Cl)n2ncc(-c3ccccc3)c2n1	·	119	89	28	100	13	101	101
COc1cccc(N2CCN(C(=O)c3[nH]c(C)c(C(C)=O)c3C)CC2)c1	4	88	91	4	92	3	95	96
Cc1[nH]c(C(=O)O)c(C#N)c1C(=O)c1ccccc1	0	90	102	16	103	3	101	101
CSc1ccc(-c2cc(=O)c3ccccc3o2)cc1	1	170*	73	-6	80	-3	83	99
O=C(NNC1CC(=O)N(c2ccccc2)C1=O)c1ccco1 (stereo unspecified)	0	96	98	3	96	-23	97	98
Cc1ccc(N(C(=O)Cc2cccs2)C(C(=O)NCC2CCCO2)c2ccncc2)cc1 (stereo unspecified)	0	96	108	-2	101	-9	103	98
Cc1cccc(NC(=O)c2sc3ncn(CC(=O)N4CCN(c5ccccn5)CC4)c(=O)c3c2C)c1	1	104	98	1	93	7	105	100
C1CCC(CNc2c3c(nc4nnnn24)CCCC3)CC1	1	93	100	8	97	1	112	97
COc1cc(C2c3c(oc4ccccc4c3=O)C(=O)N2c2nccs2)ccc1O (stereo unspecified)	1	108	93	2	100	6	103	97
CCCCn1c(Nc2ccccc2)nc2ccccc21	0	89	111	4	102	4	109	104
Cc1cc(OC(=O)c2ccccc2C(F)(F)F)c([N+](=O)[O-])c(=O)[nH]1	4	106	103	30	104	1	106	104
Cc1ccc(C(O)CCc2ccc(N)cc2)cc1 (stereo unspecified)	2	85	94	3	90	-2	90	84
O=C(COC(=O)/C=C/c1ccccc1[N+](=O)[O-])NCC1CCCO1 (stereo unspecified)	1	97	99	-6	98	-5	100	96
Cc1cc(NC(=O)CCCC(=O)OCC(F)(F)C(F)F)cc(C)c1C(=O)O	0	104	103	-7	102	2	104	104
O=C(CCNC(=O)C1CCN(S(=O)(=O)c2ccc(F)cc2)CC1)NCc1ccccc1Cl	0	100	108	-3	104	6	109	104
CC(OC(=O)c1cnc2ccccc2n1)c1ccccc1Cl (stereo unspecified)	1	101	97	5	99	7	103	98
COc1cccc(CNC(=O)C2CCCN(S(C)(=O)=O)C2)c1 (stereo unspecified)	2	91	102	-1	100	0	104	99
CCOC(=O)C(C)c1nn(C)c(=O)c2ccccc12 (stereo unspecified)	1	90	89	-4	95	6	93	92
O=C(/C=C/c1cccs1)Nc1ccc([N+](=O)[O-])cc1	0	91	89	-48	98	4	85	92
O=C(COC(=O)c1ccc(Br)o1)NC1CCCc2ccccc21 (stereo unspecified)	0	105	92	-2	96	·	100	101
